# CCT modulator – cytosolic chaperonin activity modulation; 360,000 tested, 0.3% active; AID 651819; activity change, % (no concentration beside the values), hits read low; purified chaperonin ATPase assay, HTRF ADP detection, 30 min; in the data active = activity change below about -30%; also: % is scaled to controls: 0 for no effect and ±100 for the full control effect
#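 TRiC (40 or 20 nM final, by batch activity) in 30 mM Tris pH 7.4, 100 mM KCl, 5 mM MgCl2, 1 mM DTT was treated with compound at 76 uM single dose, then 10 uM ATP, 30 min at 37 °C. ADP was read by HTRF Transcreener.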
# EPAC2 antagonist – antagonists of human EPAC2; EPAC2 GEF exchange of Rap1B-BODIPY-GDP, fluorescence; 360,000 tested, 0.18% active; Potency, µM (titrated, usually from 114 µM), without a hit: at the highest dose activity, negative = inhibition, usual class: inhibitors; also: potency is read from the fitted curve at half-maximal effect; % is scaled to controls: 0 for no effect and ±100 for the full control effect; nearly all actives have a fitted effect of over 45% in size; many of its hits are not listed in these tables
# Target sequence (Q8WZA2 whole entry, looked up): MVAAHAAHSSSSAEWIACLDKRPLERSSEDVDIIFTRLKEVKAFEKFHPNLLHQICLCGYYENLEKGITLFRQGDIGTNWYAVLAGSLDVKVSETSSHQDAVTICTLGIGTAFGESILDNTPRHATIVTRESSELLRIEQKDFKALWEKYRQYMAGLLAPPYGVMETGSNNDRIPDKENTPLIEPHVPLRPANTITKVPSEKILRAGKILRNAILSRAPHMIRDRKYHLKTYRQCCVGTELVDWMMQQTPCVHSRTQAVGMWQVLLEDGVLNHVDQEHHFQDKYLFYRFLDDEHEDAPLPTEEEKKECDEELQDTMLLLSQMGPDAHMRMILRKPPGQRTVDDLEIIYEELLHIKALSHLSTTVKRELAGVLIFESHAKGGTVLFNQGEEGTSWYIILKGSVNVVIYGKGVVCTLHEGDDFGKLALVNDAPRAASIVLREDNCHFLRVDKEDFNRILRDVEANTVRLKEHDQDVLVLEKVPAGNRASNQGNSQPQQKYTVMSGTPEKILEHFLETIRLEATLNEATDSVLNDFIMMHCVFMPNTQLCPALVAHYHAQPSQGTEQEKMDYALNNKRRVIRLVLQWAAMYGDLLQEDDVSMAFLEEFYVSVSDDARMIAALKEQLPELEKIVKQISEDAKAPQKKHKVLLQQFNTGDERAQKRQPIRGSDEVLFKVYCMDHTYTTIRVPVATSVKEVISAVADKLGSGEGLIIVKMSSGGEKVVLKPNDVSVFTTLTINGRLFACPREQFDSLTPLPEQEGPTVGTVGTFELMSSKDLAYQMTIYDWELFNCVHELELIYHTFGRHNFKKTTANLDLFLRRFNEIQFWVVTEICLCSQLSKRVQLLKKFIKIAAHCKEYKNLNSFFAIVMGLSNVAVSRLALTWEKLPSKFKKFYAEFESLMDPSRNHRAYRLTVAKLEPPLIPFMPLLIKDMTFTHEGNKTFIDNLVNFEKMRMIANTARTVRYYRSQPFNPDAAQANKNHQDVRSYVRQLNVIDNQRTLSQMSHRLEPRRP
# PLK1 PBD inh – inhibitors of human PLK1 polo-box domain binding; P53350; Plk1 PBD binding of FITC phosphopeptide, fluorescence polarization; Potency, µM, for inactives: max response, negative = inhibition, usual class: inhibitors; 360,000 tested, 2.8% active; also: potency is read from the fitted curve at half-maximal effect; series mostly up to about 57 µM; % is scaled to controls: 0 for no effect and ±100 for the full control effect; nearly all actives have a fitted effect of over 65% in size
# EPAC1 antag – EPAC1 (human) antagonism. EPAC1 GEF assay, Rap1b-BODIPY-GDP exchange fluorescence. O95398. AID 720709. 360,000 tested, 0.14% active. Potency, µM (series often up to 115 µM), for inactives: at the top dose activity change, negative = inhibition, hits mostly inhibitors;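 also: potency is read from the fitted curve at half-maximal effect; plate controls were vehicle for no effect and positive control for full effect; nearly all actives have a fitted effect of over 50% in size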
# MmCpn inh – M. maripaludis TRiC chaperonin inhibition. purified Mm-Cpn ATPase, ADP Transcreener TR-FRET. Potency, µM (titrated, usually from 76.9 µM), for inactives: at the top dose activity, negative = inhibition, actives largely listed as inhibitors. 330,000 tested, 0.031% active; also: potency is read from the fitted curve at half-maximal effect; % is scaled to controls: 0 for no effect and ±100 for the full control effect; nearly all actives have a fitted effect of over 80% in size
#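 Purified archaeal chaperonin (25 nM final) was preincubated with compound for 10 min at 37°C, then ATP (10 uM final) was added for 30 min at 37°C in Tris pH 7.4/KCl/MgCl2/DTT buffer. ADP was quantified by HTRF Transcreener TR-FRET.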
# WRN inhibitor – inhibitors of human WRN helicase; Q14191; WRN helicase unwinding, fluorescent forked duplex, kinetic; Potency, µM (top dose mostly 114 µM), for the others: at the top dose activity change, negative = inhibition, most hits filed as inhibitors; 360,000 tested, 0.46% active; AID 651768; also: potency is read from the fitted curve at half-maximal effect; % is scaled to controls: 0 for no effect and ±100 for the full control effect; nearly all actives have a fitted effect of over 55% in size
#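 Kinetic red-fluorescence monitoring (525/598 nm) tracks WRN helicase activity after 100 nM fluorophore-quencher forked duplex and 2 mM ATP are added to 20 nM enzyme pretreated 15 min at room temperature with compound.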
# EPAC1 agonist – EPAC1 (human) agonism; EPAC1 agonist qHTS, biochemical assay; response scale: 100% = response to 6.5 mM cAMP; 360,000 tested, 0.073% active; AID 720707; Potency, µM (highest dose often 154 µM), for the others: at the highest dose activation, actives largely listed as activators; O95398; also: potency is read from the fitted curve at half-maximal effect; nearly all actives have a fitted effect of over 60% in size
#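 Compounds were pinned as a concentration titration into mixtures of EPAC1 (100 nM), BODIPY-GDP-loaded Rap1B (250 nM) and GDP (50 uM). After 5 min at room temperature, fluorescence was followed for 30 min; activity was scaled to 6.5 mM cAMP.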
# PI5P4K alpha inh – PI5P4K alpha (human) kinase inhibition | max response, % | P48426 | 330,000 tested, 1.2% active | PI5P4Kalpha enzyme, ADP-Glo luminescence, 60 min; hits give low values | AID 652105; active = max response of -50% or lower; inconclusive = between -30% and -50%; inactive = -30% or higher; also: value at the top dose of about 77 µM; % is scaled to controls: 0 for no effect and ±100 for the full control effect
#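 Single end-point luminescence (ADP-Glo) quantified ADP from PI5P4Kalpha turnover; ATP 5 microM final, 1 h at RT, 0.1% CHAPS and 0.28 mM EGTA in HEPES pH 7.4.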
# Starred values were filed as active, the others as inactive; ? = inconclusive; nt = no result given; [ ] = remark or other dose. Unless noted, calls follow the shape of the dose curve; as a rule, active = well fitted curve in the direction sought with a large enough effect; inconclusive = small, poorly fitted or top-dose-only effect, or another doubt; inactive = no such curve, though single readings can be large; an effect the other way counts as inactive or inconclusive.
SMILES,CCT modulator,EPAC2 antagonist,PLK1 PBD inh,EPAC1 antag,MmCpn inh,WRN inhibitor,EPAC1 agonist,PI5P4K alpha inh
Cc1ccc2c(c1)COc1c3ccc(C(=O)NC(C)C)cc3nn1-2,-0.7,-8.6%,-1.4%,1.4%,-0.8%,2.6%,-21.1%,1.3
CC(C)c1ccc(-n2cnn(-c3ncccc3[N+](=O)[O-])c2=O)cc1,-1.1,2.6%,-5.7%,-3.1%,2.0%,2.9%,-5.5%,-13.1
Cc1cc(OCC(=O)N(C)C2CCCCC2)ccc1Cl,-5.3,2.7%,-3.9%,-4.9%,2.7%,-21.6%,2.7%,0.4
Cc1ccn(S(=O)(=O)c2ccc3oc(=O)ccc3c2)n1,-0.5,-4.7%,-3.6%,-1.7%,-0.1%,6.1%,-0.2%,-6.7
COCCNC(=S)N1CCN(c2cccc(C)c2C)CC1,-0.3,-11.4%,-11.0%,-10.0%,-0.4%,-9.0%,-1.5%,0.3
Oc1ccccc1N=Cc1sc2ccccc2c1Cl,0.2,-1.3%,-13.1%,-8.7%,-1.4%,-5.6%,10.2%,15.4
Cc1cc(C)cc(N(C(C)C(=O)N2CCCC2)S(C)(=O)=O)c1 (centres undefined),-2.4,19.9%,7.7%,-6.6%,0.9%,5.3%,-5.5%,5.1
COc1cccc(NC(=S)N2CCc3cc(OC)c(OC)cc3C2)c1,0.8,-13.7%,-2.1%,-2.2%,1.1%,4.8%,-0.7%,1.6
CCCCC1(C(=O)OCC)CC(CSC(=N)N)OC1=O (centres undefined),-1.2,2.9%,?,3.2%,0.2%,-2.5%,7.4%,5.2
COc1ccc(C(=O)NCC(=O)N2CCC3(CC2)NCCc2[nH]cnc23)cc1,0.5,-3.1%,-9.0%,-7.9%,-0.6%,-8.7%,-0.7%,0.6

# The list goes on (three carried over from the part before).
SMILES,CCT modulator,EPAC2 antagonist,PLK1 PBD inh,EPAC1 antag,MmCpn inh,WRN inhibitor,EPAC1 agonist,PI5P4K alpha inh
COc1cccc(NC(=S)N2CCc3cc(OC)c(OC)cc3C2)c1,0.8,-13.7%,-2.1%,-2.2%,1.1%,4.8%,-0.7%,1.6
CCCCC1(C(=O)OCC)CC(CSC(=N)N)OC1=O (centres undefined),-1.2,2.9%,?,3.2%,0.2%,-2.5%,7.4%,5.2
COc1ccc(C(=O)NCC(=O)N2CCC3(CC2)NCCc2[nH]cnc23)cc1,0.5,-3.1%,-9.0%,-7.9%,-0.6%,-8.7%,-0.7%,0.6
CCn1c(O)c(/C=C2\C=Nc3ccccc32)sc1=Nc1ccc(C)cc1,-3.8,1.1%,-1.4%,1.0%,0.9%,2.7%,7.8%,nt
CCOC(=O)c1ccc(NCCOC)c([N+](=O)[O-])c1,-3.6,3.8%,-12.5%,-1.7%,0.7%,6.3%,-0.3%,-0.5
C=CCSc1nnc(NC(=O)CCNC(=O)c2ccco2)s1,-0.7,16.3%,-7.1%,8.1%,1.8%,5.2%[11.6 µM],2.4%,?
COc1cc(S(=O)(=O)N2CCOCC2)ccc1NC(=O)COC(=O)/C=C/c1cc(OC)c(OC)c(OC)c1,-2.5,6.5%,-3.2%,-14.9%,2.5%,-31.5%,5.3%,-4.5
O=C(CN1CCC(C(=O)c2ccc(F)cc2)CC1)Nc1ccccc1Cl,3.2,-1.2%,-4.2%,-13.9%,-7.9%,-28.5%,-7.6%,7.1
CC(=O)OC1C(OC(C)=O)C2C(C)CC3OC(=O)C(C)C3CC2(C)C1OC(C)=O (centres undefined),1.6,2.4%,6.8%,-2.4%,nt,9.1%,-14.1%,-10.4
CCCCC(=O)Nc1ccc(C(=O)NNC(=O)c2ccco2)cc1,1.1,-3.2%,1.4%,-3.1%,-0.4%,nt,12.6%,nt
O=C(CN1CCCc2ccccc21)Nc1ccccc1[N+](=O)[O-],-1.4,-5.2%,?,2.9%,1.0%,-5.6%,13.8%,1.2
CN1C(=O)C(O)(CC(=O)c2cccnc2)c2ccccc21 (centres undefined),-1.6,2.0%,-2.8%,-7.9%,-0.3%,7.3%,0.0%,nt
COc1ccc(-c2ccc3c(N)c(C(=O)c4cccc(OC)c4)sc3n2)cc1,1.0,19.3%,-0.6%,8.5%,-9.4%,1.9%,-6.6%,nt
CS(=O)(=O)c1ccc2nc(NC(=O)c3cccc(Cl)c3)sc2c1,-1.4,9.8%,-34.6%,?,-3.6%,-3.4%,-3.8%,-11.0
COc1ccccc1-c1ncn(Cc2cccc(-c3ccccc3)c2)c1-c1cc(C)cc(C)c1,nt,?,-3.9%,11.0%,nt,-7.7%,-4.1%,2.1
CCC(C)NC(=O)CSc1ccc(S(=O)(=O)N(C)C2CCCCC2)cn1 (centres undefined),-0.5,10.8%,-1.8%,-3.3%,1.1%,4.5%,-7.9%,-3.7
COc1ccc(NS(=O)(=O)c2ccc(SC)cc2)cc1,-0.7,-2.5%,-11.5%,-2.8%,-1.4%,-3.8%[57.1 µM],4.8%,nt
CC(C)c1nnc(NC(=O)Cc2cccs2)s1,-0.1,11.7%,-12.8%,-11.0%,-1.5%,-0.7%,1.4%,-0.7
O=C(Nc1cc(C(=O)Nc2ccccc2C(=O)O)cc(C(=O)Nc2ccccc2C(=O)O)c1)c1ccccc1,0.8,-11.9%,21.2µM*,10µM*,-2.6%,39.8µM*,2.6%,-81.5*
CC(C)CNC(=O)COC(=O)c1ccc(F)cc1Cl,-5.9,4.6%,-12.0%,-13.9%,-0.3%,1.0%,8.5%,-9.5
Cc1ccc(C)c(N2CCN(C(=O)c3cc4sccc4n3C)CC2)c1,-1.6,-2.3%,-0.3%,-13.4%,0.8%,-5.9%,9.7%,nt
O=C(c1cnn(C(=O)c2ccco2)c1)c1ccccc1O,-0.7,0.5%,?,-3.0%,0.8%,-2.4%,6.0%,?
O=C(c1ccc(F)c(S(=O)(=O)N2CCOCC2)c1)N1CCN(c2ncccn2)CC1,3.5,19.5%,-0.3%,3.9%,1.2%,8.0%,-2.9%,4.4
O=C(CNC(=O)c1ccc(Br)o1)NCc1ccccc1Cl,-0.2,-4.3%,-6.7%,-5.0%,-0.6%,-13.4%,2.2%,2.7
Cc1ccccc1-c1cc(C(=O)NCc2ccc3c(c2)OCO3)nn1CC1CC(c2cccc([N+](=O)[O-])c2)=NO1 (centres undefined),2.3,7.5%,-5.6%,-1.6%,-6.5%,-3.8%,8.8%,0.2
O=[N+]([O-])/C=C1\CCCCCN1,-1.1,3.0%,-10.8%,-8.3%,-0.1%,-0.5%,-7.2%,-2.4
CCOc1ccc(OCC)c(-c2c(=O)n(OCc3ccccc3Br)c3ccccc3[n+]2[O-])c1,0.5,1.9%,-6.8%,1.3%,-0.9%,-3.4%,3.1%,nt
Cc1ccc(C(=O)CSc2nnc(-c3ccc4[nH]c(C)c(C)c4c3)o2)cc1C,1.1,2.0%,-0.2%,6.2%,-0.6%,-2.5%[57.1 µM],-1.3%,nt
O=C(COC(=O)CCc1ccccc1)NC1CCS(=O)(=O)C1 (centres undefined),0.6,3.3%,-6.8%,-0.6%,0.0%,-18.5%,5.9%,2.8
OC[C@@H]1[C@@H](c2ccccc2)C(c2ccc(F)cc2)=NN1c1ccccc1,-0.9,?,-7.5%,-18.2%,-6.7%,3.0%,-6.5%,4.2
Cc1ccc(NC(=O)C2CCCN(S(=O)(=O)c3cccc4cccnc34)C2)cc1 (centres undefined),-1.5,-10.2%,7.9%,10.9%,1.0%,-1.2%,1.5%,0.0
Cc1c(NC(=O)C(C)OC(=O)c2cccc([N+](=O)[O-])c2)c(=O)n(-c2ccccc2)n1C (centres undefined),-0.7,4.3%,-7.3%,8.3%,-7.1%,1.4%,4.9%,-1.8
O=C(C1CCCO1)N1CCN(C(=S)Nc2ccccc2)CC1 (centres undefined),-1.9,-2.6%,-10.3%,8.2%,1.2%,0.6%,2.9%,-0.5
Cc1onc(-c2ccccc2)c1C(=O)N1CCN(S(=O)(=O)c2ccc3c(c2)OCCO3)CC1,-0.5,7.6%,-2.4%,22.1%,0.4%,7.2%,-3.6%,-0.7
COc1ccc(C(=O)OC(C(=O)c2ccc(C)cc2)c2ccccc2)cc1 (centres undefined),-2.2,-8.0%,-7.3%,-1.2%,-15.2%,-5.9%,19.0%,nt
CC1Cn2c(nnc2-c2ccc(F)cc2)S1 (centres undefined),0.9,3.3%,-3.7%,-9.3%,0.2%,0.7%,4.4%,-0.7
CCN(C(C)=O)c1cnc(C=NNC(N)=S)c2ccccc12,-17.5,-0.3%,-6.7%,-1.4%,nt,-22.0%,-7.7%,7.0
COc1ccc(CCNC(=O)CCn2c(=O)c3ccccc3n(CC(=O)NCC3CCCO3)c2=O)cc1OC (centres undefined),-0.4,1.9%,-15.1%,-10.6%,1.4%,-0.6%,-8.8%,2.4
CCc1ccc(C(=O)OCC(=O)N(CC)c2c(N)n(Cc3ccccc3)c(=O)[nH]c2=O)cc1,2.0,3.5%,-0.2%,-5.4%,1.8%,-4.9%,1.9%,0.1
CC(=O)Nc1ccc(NC(=O)COC(=O)c2ccc(C)s2)cc1,-0.2,-1.0%,-1.3%,-2.7%,-0.6%,-13.5%,-3.5%,-3.4
CC(C)(C)NC(=O)CSc1nc2ccc(NC(=O)CSc3nnnn3Cc3ccccc3)cc2s1,-1.0,0.0%,-16.7%,-22.4%,-25.3%,1.7%,2.6%,-20.1
COCCN1C(=O)C(=O)/C(=C(/O)c2ccc(S(=O)(=O)N3CCOCC3)cc2)C1c1cccc(Cl)c1 (centres undefined),-1.8,-9.4%,-14.8%,11.9%,0.2%,2.8%,9.0%,-7.2
O=C(Cc1ccc(Cl)c(Cl)c1)Nc1cccnc1,-0.3,-15.6%,-3.8%,-18.3%,1.4%,-25.2%,-6.7%,-4.6
COc1cc(/C=C/C(=O)N2C(=O)c3cccc(N)c3C2=O)cc(OC)c1OC,0.6,-1.8%,-22.7%,5.3%,-4.6%,-1.6%,6.2%,-18.1
Cc1ccc([C@@H]2CC(=O)[C@@H]3CN(S(=O)(=O)c4ccc(C)cc4)[C@H](c4ccccc4F)C[C@@H]3N2S(=O)(=O)c2ccc(Cl)cc2)cc1,-0.6,-9.2%,3.6%,2.4%,nt,-1.9%,-4.0%,-3.1
CC(=O)Nc1ccc(S(=O)(=O)N2CCCC2C(=O)Nc2ccc(F)cc2)cc1 (centres undefined),-0.7,5.3%,0.6%,15.6%,-4.8%,-2.2%,6.5%,11.2

# Not all compounds are listed, so the mix of outcomes need not match the whole.
